NLRP3 yeast inh: NALP3 inhibition in yeast; Yeast reconstituted NLRP3/ASC/caspase-1, beta-gal luminescence, 24 h; inhibition, % at 10 µM; 330,000 compounds, 0.39% hits;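 active = inhibition of 50% or more; inactive = inhibition below 50%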;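 also: plate controls were induced DMSO wells for no effect and uninduced yeast grown without galactose for full effect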
tim10-1 inh: inhibits growth of tim10-1 mutant yeast. S. cerevisiae tim10-1 ts strain growth, BacTiter-Glo, 24 h. inhibition, % at 20 µM. 330,000 compounds, 2.2% hits;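 active = inhibition of at least 40%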;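 also: mutant grown at 25 °C; 0% = DMSO wells with yeast and 100% = wells holding no yeast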
APJ ag: agonists of human APJ apelin receptor | P35414 | CHO-K1 APJ PathHunter beta-arrestin, luminescence; 0% DMSO wells, 100% apelin | activation, % at 20 µM | 330,000 compounds, 0.11% hits | AID 2520;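 active = activation more than six SD over the plate average, tested at 20 µM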;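 also: 0% = DMSO alone and 100% = apelin-13 at 10 nM; some results filed as inactive read as strong as hits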
Target sequence (P35414 whole entry, looked up): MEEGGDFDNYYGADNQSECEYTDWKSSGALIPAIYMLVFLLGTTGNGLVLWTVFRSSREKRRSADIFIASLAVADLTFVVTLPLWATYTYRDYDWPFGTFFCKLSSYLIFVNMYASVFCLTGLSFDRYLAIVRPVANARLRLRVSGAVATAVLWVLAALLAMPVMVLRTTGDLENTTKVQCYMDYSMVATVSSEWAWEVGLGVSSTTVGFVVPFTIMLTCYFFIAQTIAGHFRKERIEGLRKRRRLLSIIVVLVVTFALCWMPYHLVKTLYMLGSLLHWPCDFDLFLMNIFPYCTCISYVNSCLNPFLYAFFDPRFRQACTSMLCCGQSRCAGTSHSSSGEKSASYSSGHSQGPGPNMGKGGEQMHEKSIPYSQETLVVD
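Assay system – PathHunter CHO-K1 APJ (AGTRL-1) beta-arrestin reporter cells · Compound – one dose, 20 µM compound, 1% DMSO · Timing – compound 90 min 25 °C, reagent 1 h · Measured by – luminescence from split beta-galactosidase complementation, Galacton Star/Emerald II substrate · Measure – beta-arrestin recruitment to APJ as agonist activity, luminescent signal · Benchmarks – DMSO vs Apelin-13 10 nM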
TIM10 inh: growth inhibitors of TIM10 yeast strain. inhibition, % at 10 µM. 330,000 compounds, 1.4% hits. S. cerevisiae TIM10 strain growth, BacTiter-Glo luminescence, 24 h. AID 463195;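 active = inhibition of 40% or more at the single tested concentration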;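 also: wild-type TIM10 isogenic control strain grown at permissive 25 °C; 0% = DMSO yeast wells and 100% = minimal medium wells without yeast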
APJ antagonist: APJ receptor antagonism; inhibition, % at 20 µM; 330,000 compounds, 0.32% hits; CHO-K1 APJ beta-arrestin complementation, luminescence;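 active = inhibition above about 40% at 20 µM, limit read from the data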;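 also: cells challenged with 10 nM apelin-13 agonist together with compound; plate controls were apelin-13 plus DMSO wells for no effect and DMSO wells lacking apelin-13 for full effect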
tim23-1 inh: tim23-1 yeast growth inhibition. S. cerevisiae tim23-1 growth, BacTiter-Glo luminescence, 24 h. inhibition, % at 20 µM. 330,000 compounds, 1.3% hits;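 active = growth inhibition of the mutant yeast at or above 50%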;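 also: temperature-sensitive mutant grown at 25 °C; plate controls were DMSO-treated mutant yeast for no effect and medium wells lacking yeast for full effect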
MPTP inh: inhibitors of mitochondrial permeability transition pore; 360,000 compounds, 1.4% hits; inhibition, % at 10 µM; AID 602449; isolated mouse mitochondria, Ca2+ swelling absorbance, 30 min;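 active = inhibition of 50% or more, scaled per plate between neutral and stimulator controls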;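 also: 0% = DMSO wells given calcium and 100% = 1 mM EGTA wells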
NR3A LBD binder: modulates the human NR3A ligand-binding domain | NR3A LBD differential scanning fluorimetry, Tm shift; 0% = protein alone, 100% = glycine-bound protein | Tm shift relative to glycine control, % at 25 µM | 340,000 compounds, 2.5% hits;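 active = melting temperature shift of at least 10% of the positive control shift, at one fixed dose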
beta cell repl: induces beta-cell replication in MIN6 cells; MIN6 cells proliferation, ATPlite luminescence, 48 h; cells starved in 0.2% serum; 100% = growth in 10% serum; proliferation, % at 10 µM; 330,000 compounds, 0.29% hits; AID 2380;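 active = compounds whose signal lies at least 3.5 SD above the mean of all wells on their plate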;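 also: 0% = DMSO-treated cells in low-serum medium and 100% = 10% serum control; some compounds called inactive have numbers as strong as hits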
Active calls of the source: *; · = no result given.

SMILES	NLRP3 yeast inh	tim10-1 inh	APJ ag	TIM10 inh	APJ antagonist	tim23-1 inh	MPTP inh	NR3A LBD binder	beta cell repl
O=C(COC(=O)CCCN1C(=O)c2cccc3cccc(c23)C1=O)NC1CCS(=O)(=O)C1 (centres undefined)	13	-1	-3	1	22	-2	-2.2	0	-2
COCCN(C(=O)COC(=O)Cc1cccc2ccccc12)c1c(N)n(Cc2ccccc2)c(=O)[nH]c1=O	12	-7	-1	4	-14	-6	0.9	0	3
O=C(CCl)Nc1cc(-c2ccccc2)nn1-c1ccccc1	55*	21	-2	26	-3	43	2.4	5	-6
CCN(CC)S(=O)(=O)c1cc(C(=O)Nc2cc(S(=O)(=O)N3CCOCC3)ccc2N2CCCC2)ccc1F	14	3	-5	6	-26	-9	0.5	1	-3
CC1=C(C(=O)Nc2cccc(C(=O)NCc3ccccc3C)c2)SCCO1	8	16	1	0	17	20	-1.2	0	2
CCOC(=O)N1CCN(S(=O)(=O)c2ccc(Br)s2)CC1	21	25	-2	-2	0	26	1.5	2	0
CCOC(=O)C1CCN(C(=O)CSc2cc(=O)n(C)c3ccccc23)CC1	13	23	2	4	3	8	0.5	1	-1
C=CCn1c2ccccc2c(=O)c2cc(C#CC[C@@H](C)O)ccc21	2	27	1	14	12	45	1.0	0	-5
CC1CCCCC1NC(=O)CCS(=O)(=O)c1ccc(Cl)cc1 (centres undefined)	4	19	-3	4	1	15	-1.0	0	4
COc1ccc2c(c1)CCc1c(C(=O)N3CC4(C)CC3CC(C)(C)C4)noc1-2 (centres undefined)	19	36	-4	13	12	50	3.9	0	-6
C/C(=N\NC(=O)c1ccc([N+](=O)[O-])cc1)c1cc2ccccc2oc1=O	0	23	-1	-1	-24	10	-1.2	-6	4
CC(=O)N1CCOc2ccc(S(=O)(=O)Nc3ncccc3C)cc21	9	6	-5	0	-14	6	-1.9	-1	-1

In the list so far, these have four or more nitrogen atoms:
SMILES	NLRP3 yeast inh	tim10-1 inh	APJ ag	TIM10 inh	APJ antagonist	tim23-1 inh	MPTP inh	NR3A LBD binder	beta cell repl
COCCN(C(=O)COC(=O)Cc1cccc2ccccc12)c1c(N)n(Cc2ccccc2)c(=O)[nH]c1=O	12	-7	-1	4	-14	-6	0.9	0	3
CCN(CC)S(=O)(=O)c1cc(C(=O)Nc2cc(S(=O)(=O)N3CCOCC3)ccc2N2CCCC2)ccc1F	14	3	-5	6	-26	-9	0.5	1	-3

The list continues.
SMILES	NLRP3 yeast inh	tim10-1 inh	APJ ag	TIM10 inh	APJ antagonist	tim23-1 inh	MPTP inh	NR3A LBD binder	beta cell repl
Cn1c(SCc2ccccc2C#N)nnc1-c1ccncc1	10	-11	0	4	-21	9	1.2	-1	-1
O=C(OCCN1C(=O)c2ccccc2C1=O)c1cc(S(=O)(=O)N2CCOCC2)ccc1Cl	14	19	-2	13	12	25	1.3	-1	-2
O=C(NCCNc1cc(Cl)ccc1[N+](=O)[O-])c1ccco1	16	12	5	20	4	13	0.4	-5	-2
CCOC(=O)/C(C#N)=C/c1cc(C)n(-c2ccc(C)cc2)c1C	20	-3	-6	14	-8	-1	-0.2	1	-6
Cn1c(N)c(C(C[N+](=O)[O-])c2ccccc2Cl)c(=O)n(C)c1=O (centres undefined)	37	14	-1	26	8	34	1.7	2	-6
COc1ccc(C(c2nnnn2C2CCCC2)N2CCN(c3ccccc3)CC2)cc1 (centres undefined)	8	34	12	20	11	37	-0.3	0	0
Nc1cc([N+](=O)[O-])ccc1Nc1ccccc1	28	35	-5	13	7	34	5.5	-6	-2
CCC(CO)Oc1cc(NC(=O)c2ccccc2)c2ncn(C(C)C)c2c1 (centres undefined)	-1	10	0	8	-12	3	-0.5	1	-2
O=C(C1=C(O)C(=O)N(Cc2ccccc2)C1c1ccco1)c1ccco1 (centres undefined)	5	-2	-1	-6	1	4	-0.2	1	-3
COc1ccc(N2CC(C(=O)N3CCN(Cc4ccc5c(c4)OCO5)CC3)CC2=O)cc1 (centres undefined)	19	13	0	-11	19	15	0.8	0	5
O=C(COc1ccccc1)N=C1SC2CS(=O)(=O)CC2N1c1ccccc1 (centres undefined)	-1	14	-2	97*	0	6	-1.4	-1	-3
CCOc1ccc2[nH]c(C)c(CN3CCCCC3)c(=O)c2c1	1	5	-3	5	-15	-3	0.4	4	-1
COc1cc(OC)c(C2C(C(=O)Nc3ccccc3)=C(C)Nc3ncnn32)cc1OC (centres undefined)	-4	-2	-2	-6	16	-2	1.4	-1	-3
CCN(CC)C(=O)C1CCN(Cc2ccc(Br)cc2)CC1	9	-24	-2	-25	7	11	0.6	-2	-2
Cc1cc(OCc2nc(-c3cccs3)no2)cc(C)c1Cl	9	-19	5	0	11	3	1.7	-7	-5
CCOc1cc(/C=N/Nc2ncc(C)c(=O)[nH]2)ccc1O	1	6	0	-8	-7	4	-0.6	-4	-3
Brc1ccc(-c2csc(N/N=C/c3ccco3)n2)cc1	27	12	6	31	-43	30	0.5	5	-5
CCOC(=O)C1C(=O)C=C(c2cccs2)CC1c1ccccc1 (centres undefined)	20	23	3	-1	18	42	1.4	-1	4
Cc1ccc(SCC(=O)Nc2cccc(NC(=O)c3ccco3)c2)cc1	-2	10	-2	14	12	17	-1.6	-4	-2
O=c1[nH]c(=O)n(CCO)c2nnn(Cc3ccccc3)c12	-8	11	0	10	17	7	-1.7	0	3
COc1ccccc1/C=C/CN1CCN(c2ccccc2)CC1	12	8	-7	-10	9	3	-0.1	2	-2
Cc1ccc2[nH]c(=O)c3cc(C(=O)N(CCCOC(C)C)Cc4ccco4)sc3c2c1	-8	26	-1	19	9	24	0.4	0	-2
CN(C)S(=O)(=O)c1cccc(COC(=O)CNC(=O)c2ccc(Br)o2)c1	7	7	-1	-5	19	18	1.0	10	0
Cc1ccc(S(=O)(=O)c2ccc([N+](=O)[O-])cn2)cc1	-31	73*	2	73*	27	75*	-1.5	·	-5

Three entries out of the list, sorted by molecular weight, lowest first.
SMILES	NLRP3 yeast inh	tim10-1 inh	APJ ag	TIM10 inh	APJ antagonist	tim23-1 inh	MPTP inh	NR3A LBD binder	beta cell repl
CCOc1cc(/C=N/Nc2ncc(C)c(=O)[nH]2)ccc1O	1	6	0	-8	-7	4	-0.6	-4	-3
Brc1ccc(-c2csc(N/N=C/c3ccco3)n2)cc1	27	12	6	31	-43	30	0.5	5	-5
CN(C)S(=O)(=O)c1cccc(COC(=O)CNC(=O)c2ccc(Br)o2)c1	7	7	-1	-5	19	18	1.0	10	0

(continued)
SMILES	NLRP3 yeast inh	tim10-1 inh	APJ ag	TIM10 inh	APJ antagonist	tim23-1 inh	MPTP inh	NR3A LBD binder	beta cell repl
O=C(Nc1ccc(Br)cn1)c1cccc2c1-c1ccccc1C2=O	8	21	-4	14	4	-1	1.9	-18	-2
CCCc1cc(=O)n2[nH]c(CCc3ccccc3)nc2n1	12	5	9	-7	-1	17	0.9	-1	-2
CN(C)CC(O)COC(c1ccc(Cl)cc1)c1ccc(Cl)cc1 (centres undefined)	32	21	-3	13	14	18	2.2	-2	-6
Cc1cccc(C)c1NC(=O)CSCCO	10	3	4	4	17	3	-0.3	-10	-3
COc1ccccc1NS(=O)(=O)c1ccc(C(=O)NCC(c2ccc(F)cc2)N2CCOCC2)cc1 (centres undefined)	15	-8	-2	9	-1	-11	0.4	0	3
CN1C(=O)/C(=C/c2ccc(C(F)(F)F)cc2)Sc2ccc(C(=O)N3CCN(c4ccccn4)CC3)cc21	24	16	-3	12	-1	10	-0.1	-5	-7
CC(=O)N(CCc1cccc(C)c1)Cc1cc2cc(C)ccc2[nH]c1=O	15	9	-2	0	-15	22	0.6	-2	-2
CCC(CC)NC(=O)COC(=O)c1cc(Br)ccc1Cl	10	9	-1	6	4	20	2.5	8	2
O=C(C1CCN(S(=O)(=O)c2cccs2)CC1)N1CCCCCC1	11	8	-3	-8	11	13	0.7	3	-4
COc1cc(NS(=O)(=O)c2ccc(NC(=O)CN3C(=O)c4ccccc4C3=O)cc2)ncn1	4	7	-1	-3	12	7	-1.0	0	-2
COc1ccc(C(=O)N2CCCCC2C(=O)Nc2ccc(-n3nc(C)cc3C)cc2)o1 (centres undefined)	4	17	-4	0	18	11	0.8	7	3
COc1ccc(CNCC(O)(c2ccccc2)c2ccccc2)cc1	23	16	-7	12	8	23	1.9	1	-3
O=C(NC1CCC(NC(=O)C(F)(F)C(F)F)CC1)C(F)(F)C(F)F (centres undefined)	3	-1	-3	-2	-15	8	-0.4	-2	-2
CCOc1cc(CNS(=O)(=O)c2ccc3c(c2)CC(=O)N3C)cc(OCC)c1OCC	-4	22	15	20	-13	1	-2.6	0	6
CCC(CO)Oc1cc(NCc2cccc(C)c2)c2ncn(C(C)C)c2c1 (centres undefined)	28	4	7	4	-18	10	-0.5	0	-2
Cc1cc(NC(=O)Nc2ccc(Cl)c(Cl)c2)n(-c2ccccc2)n1	25	13	-2	10	7	7	86*	-1	-2
c1ccc(CC2CNc3ccccc3CN2)cc1 (centres undefined)	1	13	-3	11	9	14	16	0	-2
O=C(O)c1ccc(N2C(=O)c3cccnc3C2=O)cc1	9	-7	-3	3	12	-9	0.2	-2	4
CC(C)N=c1scc(-c2ccco2)n1/N=C/c1ccc(O)c(O)c1	37	47*	2	34	3	54*	63*	4	-5
CCOC(=O)NC(=S)c1ccc[nH]1	9	-2	-1	4	11	6	0.1	0	0
Cc1ccc(NC2CCCN(C(=O)CCC3(C)CC3)C2)cc1C (centres undefined)	11	16	1	16	-9	31	-1.0	3	-4
CCC(C)NS(=O)(=O)c1cccs1 (centres undefined)	9	16	-4	-5	-5	2	1.5	0	-1
COc1ccccc1-n1c(CNC(=O)c2ccccc2)nnc1SCC(=O)Nc1nnc(C)s1	1	4	-4	-1	7	8	-0.2	-3	2
O=C(Nc1ccc(-c2cscn2)cc1)C1CCCN(Cc2ccccc2)C1 (centres undefined)	15	3	-1	-2	-1	7	0.0	0	-3
CCCCCCn1c(Br)nc2c1c(=O)n(C)c(=O)n2C	-12	11	-1	-21	4	12	-0.4	-1	1
O=C1CCCN1CCCNC(=S)Nc1ccccc1Cl	-1	9	1	-31	12	11	-0.6	0	-2
CCN(C(=O)COC(=O)c1cc(OC)ccc1Br)C1CCS(=O)(=O)C1 (centres undefined)	4	4	-2	-1	6	5	-0.7	-4	0
O=C(Nc1ccc2ccccc2c1)c1ccc(NS(=O)(=O)c2ccc(Br)s2)cc1	1	-6	3	-9	-32	4	-0.2	21*	-6
Cc1ccc(Cl)cc1NC(=O)C(Cc1ccccc1)N1C(=O)C2C3CCC(C3)C2C1=O (centres undefined)	17	34	-1	14	14	26	-1.2	-15	-1
CCS(=O)(=O)N1Cc2ccccc2CC1C(=O)Nc1cccc(S(=O)(=O)N(C)C)c1 (centres undefined)	11	-2	-3	-7	15	-14	0.0	-1	2
CC(C)Cn1c(N)c(C(=O)COC(=O)c2cnc(Cl)c(Cl)c2)c(=O)n(C)c1=O	18	23	-1	28	-9	26	-1.3	-18	-6
CC1(OC(=O)C2CCCC2)C(=O)C=C2C=C(c3ccsc3)N(C3CCCCC3)C=C2C1=O (centres undefined)	1	6	39	1	-71	5	0.9	-3	-4
COC(=O)c1ccccc1SCC(=O)Nc1ccc(N2CCOCC2)cc1	17	0	-3	5	2	15	-1.8	0	-6
COc1ccc(CC(=O)Nc2ccc(S(=O)(=O)Nc3ncccn3)cc2)cc1OC	-8	13	-2	-9	7	3	-0.1	0	-1
COCCN1C(=O)c2ccccc2C(C(=O)Nc2ccc3c(c2)OCCO3)C1c1ccc(F)cc1 (centres undefined)	7	8	-3	-1	13	2	3.6	-2	0
CCc1ccc(C(=O)/C=C/c2cnn(C)c2C)s1	13	30	-1	26	-7	26	1.6	4	-5

Source: PubChem BioAssay
